# Screening results (PubChem)
# TSHR antag: antagonists of human thyroid stimulating hormone receptor. 330,000 tested, 0.2% active. AID 504810. P16473. activity change, negative = inhibition, % at 11.5 µM. TSHR-expressing cells, TSH-stimulated cAMP HTRF, 2 h; hits give low values;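 active = activity change below a set negative limit, meaning inhibition stronger than a set level, cut at about -70% in these data; inconclusive = activity change between two set negative limits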; also: % is scaled to controls: 0 for no effect and ±100 for the full control effect
#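 Inhibition of cAMP made by TSHR-expressing cells under TSH stimulation (4nM final, EC80; 2 h, 37 deg C) is quantified with a one-step lysis HTRF kit, anti-cAMP cryptate versus cAMP-d2.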
# BCR signal inh: inhibitors of chronic active B-cell receptor signaling | ABC-DLBCL IkBa-CBG/CBR reporter, luminescence ratio, 4 h | Potency, µM (top dose mostly 46.1 µM), without a hit: at the top dose ratio change, negative = lower green/red ratio, usual class: inhibitors | 340,000 tested, 0.05% active | AID 493014; active = well fitted inhibition curve with a large enough effect in the signal ratio, with a control signal flat, not every such curve was filed as active; inconclusive = small, poorly fitted or top-dose-only effect, or effect the other way, or a change in a side signal; the % refers to the signal ratio;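 also: potency is read from the fitted curve at half-maximal effect; plate controls were basal doxycycline-induced cells for no effect and cells given 10 µM MG132 for full effect; MG132 reads +100%, hits lower the ratio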
#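 Compounds up to 46 uM were incubated four hours with TMD8 cells whose green CBG68 luciferase is fused to IkappaBalpha; red CBR luminescence normalised the signal, and concentration-effect curves were fitted to fusion, red and ratio data.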
# USP2a block: USP2a (human) protease inhibition. AID 463254. USP2 core, Ub-CHOP2 coupled fluorogenic reporter, 485/531. 330,000 tested, 0.01% active. Potency, µM (titrated, usually from 38.3 µM), for inactives: at the highest dose activity change, negative = inhibition, most hits filed as inhibitors;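 also: potency is read from the fitted curve at half-maximal effect; plate controls were DMSO wells for no effect and full inhibition by NEM control for full effect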
#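 Cell-free coupled assay: 10nM USP2 core preincubated 30min RT with compound in Tris-HCl pH 8.0/CaCl2/CHAPS buffer, then 25nM Ub-CHOP2 and 25nM reporter substrate; fluorescence (Ex 485/Em 531) read after 60min RT, normalized to NEM inhibition, concentration-response curves fitted.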
# MBNL1 CUG block: blocks human MBNL1 binding to CUG repeat RNA | Q9NR56 | TR-FRET MBNL1-His/biotin-(CUG)12 binding, 665/545 ratio | Potency, µM (series often up to 57.5 µM), inactives show at the highest dose activity change, negative = inhibition, most hits filed as inhibitors | 280,000 tested, 0.036% active | AID 2675; active = well fitted inhibition curve with a large enough effect in the signal ratio, with a control signal flat, not every such curve was filed as active; inconclusive = small, poorly fitted or top-dose-only effect, or effect the other way, or a change in a side signal; inactive = no such curve, though single readings can be large or run the other way; the % refers to the signal ratio; also: potency is read from the fitted curve at half-maximal effect; % is scaled to controls: 0 for no effect and ±100 for the full control effect
# Target sequence (Q9NR56 whole entry, looked up): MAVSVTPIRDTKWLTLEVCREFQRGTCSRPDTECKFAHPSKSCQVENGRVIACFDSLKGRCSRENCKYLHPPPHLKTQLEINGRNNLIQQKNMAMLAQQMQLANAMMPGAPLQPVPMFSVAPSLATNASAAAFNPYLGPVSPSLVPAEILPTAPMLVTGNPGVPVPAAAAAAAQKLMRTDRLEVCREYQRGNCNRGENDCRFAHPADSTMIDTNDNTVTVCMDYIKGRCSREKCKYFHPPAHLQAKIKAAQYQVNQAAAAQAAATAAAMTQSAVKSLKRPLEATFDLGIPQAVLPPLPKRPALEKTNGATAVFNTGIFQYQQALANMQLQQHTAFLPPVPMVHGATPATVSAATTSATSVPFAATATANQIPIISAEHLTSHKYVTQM
#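 MBNL1-His + Biotin-(CUG)12, cpd titration 92 nM–58 uM; Tb anti-His Ab 0.055 ng/ul, SA-XL665 5 nM (final); 60 min RT; ratiometric 665/545 nm, Ex 340 nm; normalized to buffer and full-complex controls.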
# ASM inhibitor: human S-ASM enzyme inhibition | 340,000 tested, 0.006% active | Potency, µM (titrated, usually from 57.5 µM), for the others: at the highest dose activity change, negative = inhibition, usual class: inhibitors | placental ASM, HMU-PC fluorogenic substrate, 60 min; also: potency is read from the fitted curve at half-maximal effect
#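 Steps: dispense placental human ASM, pin compound, wait 10 min at room temperature, add HMU-PC0 substrate at 9 uM final, incubate 60 min at 37 °C, add stop solution raising pH to 10, read fluorescence.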
# Eya2 phos inh: blocks the phosphatase activity of human Eya2 | O00167 | recombinant Eya2, OMFP fluorescence dephosphorylation (OMFP is methylfluorescein phosphate) | Potency, µM (series often up to 76.9 µM), inactives show at the top dose activity, negative = inhibition, usual class: inhibitors | 330,000 tested, 0.006% active | AID 488837; also: potency is read from the fitted curve at half-maximal effect; % is scaled to controls: 0 for no effect and ±100 for the full control effect
#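 Eya2 protein (added as 0.2 uM solution) was preincubated with compound for 10 min at ambient temperature in 50 mM HEPES pH 7.5, 50 mM NaCl, 5 uM MgCl2, 0.05% BSA, 1 mM DTT. OMFP (added at 50 uM) then reacted 10 min; fluorescence read at 485/525 nm.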
# Mito fusion act: blocks mitochondrial division or promotes mitochondrial fusion. AID 485298. Potency, µM (series often up to 46.1 µM), inactives show at the top dose growth rescue (activation), usual class: activators. 320,000 tested, 0.23% active. S. cerevisiae fusion-defective mutant growth rescue, CellTiterGlo 48 h;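 also: potency is read from the fitted curve at half-maximal effect; % of control where 0% means no effect; nearly all actives have a fitted effect of over 45% in size; temperature-sensitive fusion mutants such as fzo1-1 at 37 °C on non-fermentable ethanol glycerol medium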
#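 Read-out: ATP-based luminescence (CellTiterGlo, 10 min ambient) reporting growth of fusion-defective ts yeast after 48 hours at 37C on glycerol/ethanol YPEG medium in the presence of compound.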
# GALK inh: inhibitors of human galactokinase | P51570 | Purified GALK, Kinase-Glo residual ATP luminescence | 270,000 tested, 0.007% active | Potency, µM (doses to about 57.5 µM), for inactives: at the top dose activity change, negative = inhibition, actives largely listed as inhibitors; also: potency is read from the fitted curve at half-maximal effect; % is scaled to controls: 0 for no effect and ±100 for the full control effect
# Target sequence (P51570 whole entry, looked up): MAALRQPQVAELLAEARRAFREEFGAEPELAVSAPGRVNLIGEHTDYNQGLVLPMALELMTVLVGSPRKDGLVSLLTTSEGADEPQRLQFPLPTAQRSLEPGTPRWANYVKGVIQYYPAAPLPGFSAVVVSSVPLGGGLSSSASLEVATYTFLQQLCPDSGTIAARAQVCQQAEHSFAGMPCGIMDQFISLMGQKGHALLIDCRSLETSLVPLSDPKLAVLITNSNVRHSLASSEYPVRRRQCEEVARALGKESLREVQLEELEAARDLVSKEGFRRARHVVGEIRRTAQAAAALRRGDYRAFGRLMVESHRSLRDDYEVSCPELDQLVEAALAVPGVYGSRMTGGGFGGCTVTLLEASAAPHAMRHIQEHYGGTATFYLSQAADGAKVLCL
#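 ATP-depletion format; final 35 uM ATP, 100 uM D-galactose, 5 nM enzyme; pH 8.0 HEPES/Mg2+ buffer; 60 min RT; luminescence read 10 min after detection reagent.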
# KCNH2 WT inh: inhibitors of human wildtype KCNH2 potassium channel | Q12809 | U2OS, BacMam KCNH2, thallium flux FluxOr; hits give low values | activity change, % at 1.84 µM | 340,000 tested, 0.37% active | AID 720551;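 active = maximum activity change below -70%; inconclusive = maximum activity change between -70% and -50%; inactive = maximum activity change above -50%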; also: % is scaled to controls: 0 for no effect and ±100 for the full control effect
#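 U2OS cells were transduced with wild-type KCNH2 virus (2.03 x 10^8 / mL) for 4 h at room temperature, then cultured overnight at 37 C. Thallium flux was read with FluxOr dye. Rate constants were normalized to DMSO controls.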
# PKM2 activator: activators of human pyruvate kinase M2 | AID 1631 | Potency, µM (doses to about 57.5 µM), for inactives: at the highest dose activation, usual class: activators | 260,000 tested, 0.34% active | P14618 | purified PKM2, Kinase-Glo ATP luminescence, activation; response scale: 0% is enzyme alone, no compound; also: potency is read from the fitted curve at half-maximal effect; % is scaled to controls: 0 for no effect and ±100 for the full control effect; nearly all actives have a fitted effect of over 55% in size
#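 Kinase-Glo luminescence reports ATP generated from ADP (0.1 mM) and PEP (0.5 mM) by purified hPK-M2 after 1 h at room temperature, pH 7.2 imidazole buffer; intermediate enzyme activity allows detecting inhibitors and activators.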
# Menin MLL FP TR: inhibitors of human menin-MLL interaction, mutant MLL peptide; Potency, µM (series often up to 61.6 µM), for the others: at the top dose FP activity change, negative = inhibition, actives largely listed as inhibitors; AID 1768; 270,000 tested, 0.23% active; Menin + Texas Red MLL mutant peptide, fluorescence polarization; O00255; active = well fitted inhibition curve with a large enough effect in the polarisation, with a control signal flat, not every such curve was filed as active; inconclusive = small, poorly fitted or top-dose-only effect, or effect the other way, or a change in a side signal; inactive = no such curve, though single readings can be large or run the other way; the % refers to the polarisation; also: potency is read from the fitted curve at half-maximal effect; % of control where 0% means no effect; many of its hits are not listed in these tables
# * hit, by the source's call; u = inconclusive; x = no result given; [ ] = another dose, or the depositor's remark. Unless noted, calls follow the shape of the dose curve; as a rule, active = well fitted curve in the direction sought with a large enough effect; inconclusive = small, poorly fitted or top-dose-only effect, or another doubt; inactive = no such curve, though single readings can be large; an effect the other way counts as inactive or inconclusive. A portion of the library; rates above refer to the full screens.
Compound	ASM inhibitor	MBNL1 CUG block	USP2a block	Menin MLL FP TR	Mito fusion act	Eya2 phos inh	KCNH2 WT inh	TSHR antag	BCR signal inh	GALK inh	PKM2 activator
O=c1c(-c2ccc3c(c2)OCCO3)c(C(F)(F)F)oc2cc(O)cc(O)c12	-23%	6%	3%	u	3%	-30%	0	-27	0%	-6%	2%
O=C(CSc1nnc2scc(-c3ccccc3)n12)N1CCN(Cc2ccccc2)CC1	5%	-2%	0%	1%	-2%	1%	3	0	u	0%	-3%
COC(=O)CCNC(=O)Cc1ccc(S(=O)(=O)N2CCCCC2)s1	7%	x	1%	x	0%	-2%	-2	13	0%	x	x
Cc1cc(C(=O)NCc2cccnc2)no1	-2%	1%	3%	5%	-3%	-15%	-23	8	6%	1%	-5%
CCN(CC)CCOc1nc(C)nc2c1oc1ccccc12	-1%	1%	-1%	6%	2%	-10%	1	-5	3%	5%	-4%
COc1cccc(-n2c(SC)nnc2-c2cnccn2)c1	-2%	-3%	1%	-5%	-3%	22%	20	-18	u	0%	-5%
C=CCN1C(=O)C(CC(=O)Nc2ccc(OCC)cc2)N(Cc2ccccn2)C1=S (stereo unspecified)	0%	0%	-1%	11%	-8%	0%	5	3	-1%	-1%	1%
CC(=O)[C@@H]1[C@@H]2C(=O)N(c3ccc(F)c(Cl)c3)C(=O)[C@@H]2C2c3ccccc3C=CN21 (stereo partly specified)	x	-7%	-2%	-3%	6%	-16%	x	-3	u	-6%	1%
COC(=O)c1cc(C(=O)c2ccc(Cl)cc2Cl)cn1C	0%	-29%	3%	12%	6%	-9%	-6	45	-17%	1%	1%
Cc1ccc(-c2ccc(=O)n(Cc3ccc(F)cc3Cl)n2)cc1	-4%	12%	-10%	u	15%	-6%	-3	6	-5%	x	x
COc1ccc(/C=N/n2cnc3c(sc(=S)n3-c3ccccc3)c2=O)cc1	-5%	-6%	2%	u	-10%	-31%	-7	1	-3%	x	x
O=C(/C=C/c1ccccc1)N(Cc1cccc(Cl)c1)C1CCS(=O)(=O)C1 (stereo unspecified)	-6%	4%	0%	x	9%	u	7	1	-9%	-2%	-4%
CCOC(=O)/C(C#N)=C/c1c(N2CCN(C)CC2)nc2c(C)cccn2c1=O	-3%	u	4%	-24%	-2%	-9%	5	-5	-1%	-2%	x
CC1(C)Cc2nc3sc4c(N5CCCC5)nnnc4c3cc2CO1	x	31%[activator]	0%	4%	3%	1%	x	20	u	-4%	-1%
N=c1c(S(=O)(=O)c2ccc(Cl)cc2)cc2c(=O)n3ccccc3nc2n1CCc1ccccc1	x	-9%	4%	x	2%	3%	x	22	-1%	-1%	-4%
COc1ccc(Cn2c(O)c(C=Nc3ccccc3)c3ccccc3c2=O)cc1	-4%	-13%	4%	-17%	1%	0%	4	0	4%	1%	-3%
CN(C)C(=O)COC(=O)/C=C/c1ccccc1[N+](=O)[O-]	1%	u	4%	4%	-1%	-3%	-6	-3	-6%	-1%	-4%
COCCNC(=O)[C@@H]1CSC2c3ccccc3C(=O)N21 (stereo partly specified)	4%	-5%	0%	19%	8%	7%	-9	-1	2%	0%	x
O=C(Cn1c(=O)cnc2ccccc21)NNC(=O)c1ccc(Cl)cc1	2%	x	2%	x	-3%	15%	0	11	u	x	x
O=c1cc(Cn2ccnc2)c2cc3c(cc2o1)CCC3	3%	9%	2%	0%	1%	5%	-1	-5	-3%	1%	15%
CCOC(=O)C(NC(C)=O)(Nc1ccc(S(=O)(=O)Nc2ccncn2)cc1)C(F)(F)F (stereo unspecified)	1%	-10%	1%	2%	-2%	2%	-3	1	-1%	0%	1%
Cc1c(C)n(C)c2ccc(C(=O)NCCc3ccco3)cc12	2%	6%	0%	-14%	-3%	0%	-15	4	u	-1%	x
Cc1cccc(-n2c(C)n[nH]c2=S)c1C	6%	2%	x	11%	-5%	x	-3	x	x	-2%	-9%
COc1ccc(C(=O)NC2CCN(C(=S)NCc3ccco3)CC2)cc1	0%	1%	1%	-15%	-2%	-40%	-5	-11	3%	-4%	1%
COc1ccc(CCN(C(=S)Nc2ccccc2)C2CC(=O)N(c3ccccc3)C2=O)cc1 (stereo unspecified)	-5%	-2%	-6%	u	1%	-18%	-11	17	4%	2%	-3%

# Entries shown so far with a thiophene ring, fused or not:
Compound	ASM inhibitor	MBNL1 CUG block	USP2a block	Menin MLL FP TR	Mito fusion act	Eya2 phos inh	KCNH2 WT inh	TSHR antag	BCR signal inh	GALK inh	PKM2 activator
COC(=O)CCNC(=O)Cc1ccc(S(=O)(=O)N2CCCCC2)s1	7%	x	1%	x	0%	-2%	-2	13	0%	x	x
CC1(C)Cc2nc3sc4c(N5CCCC5)nnnc4c3cc2CO1	x	31%[activator]	0%	4%	3%	1%	x	20	u	-4%	-1%

# Back to the main list, repeating the two entries before the break.
Compound	ASM inhibitor	MBNL1 CUG block	USP2a block	Menin MLL FP TR	Mito fusion act	Eya2 phos inh	KCNH2 WT inh	TSHR antag	BCR signal inh	GALK inh	PKM2 activator
COc1ccc(C(=O)NC2CCN(C(=S)NCc3ccco3)CC2)cc1	0%	1%	1%	-15%	-2%	-40%	-5	-11	3%	-4%	1%
COc1ccc(CCN(C(=S)Nc2ccccc2)C2CC(=O)N(c3ccccc3)C2=O)cc1 (stereo unspecified)	-5%	-2%	-6%	u	1%	-18%	-11	17	4%	2%	-3%
CCOC(=O)c1ccc(NC(=O)c2ccccc2C)cc1	-2%	2%[11.5 µM]	-4%	40%[activator]	26%	-13%	-1	-4	-1%	x	-1%
Cc1ccc2cc(C=O)c(Cl)nc2c1	5%	u	1%	0%	10%	14%	x	-7	u	0%	-3%
O=C(CNc1cccc(C(F)(F)F)c1)N/N=C/c1cccc(Br)c1	-22%	-8%	2%	27%	6%	-15%	-3	-10	u	0%	-4%
CS(=O)(=O)c1ccc(C(=O)OCC(=O)Nc2cccnc2Cl)cc1[N+](=O)[O-]	3%	x	2%	x	x	-23%	9	u	u	x	x
O=C(CCNC(=O)C1CCN(S(=O)(=O)c2ccccc2)CC1)NCc1ccccn1	-2%	4%	1%	x	1%	2%	11	9	0%	-1%	x
CCc1c(C)nc2ncnn2c1N1CCCC(C(=O)NCCc2ccccc2)C1 (stereo unspecified)	0%	8%	-1%	0%	-2%	13%	22	-1	-4%	-1%	-2%
COc1ccc(OC)c(C2=NO[C@@](CC(=O)O)(C(=O)Nc3ccc4c(c3)OCCO4)C2)c1	-3%	5%	2%	-26%	12%	-7%	3	7	3%	2%	x
Cc1cc(C)cc(N(C(=O)c2csnn2)C(C(=O)NC(C)(C)C)c2cccs2)c1 (stereo unspecified)	-1%	-10%	-2%	2%	-1%	-9%	-4	13	-3%	-2%	0%
Cc1ccccc1NC(=O)c1ccccc1	3%	1%	-1%	7%	3%	-7%	-7	6	0%	2%	-3%
COc1cc(NC(C(=O)Nc2cccc(C(C)=O)c2)c2ccccc2)cc(OC)c1OC (stereo unspecified)	-5%	-4%	0%	u	-3%	-5%	2	6	u	-1%	-10%
C/C(=N\OC(=O)c1ccc(F)cc1)c1nccs1	0%	13%	-4%	-4%	-2%	4%	4	8	6%	0%	5%
COc1cccc2sc(NN)nc12	16%	8%	1%	u	9%	-2%	-4	-9	u	1%	-20%
Nc1cc(C(=O)c2ccccc2)ccc1N1CCOCC1	-3%	u	1%	-15%	1%	2%	12	7	-15%	0%	2%
Cc1ccc(NCC(=O)c2ccc([N+](=O)[O-])cc2)cc1	-3%	u	1%	0%	-1%	-14%	0	-2	u	-1%	7%
